TDP1 cell CPT – DT40-hTDP1 cell growth loss with CPT; Potency, µM (top dose mostly 46.2 µM), for the others: at the highest dose activity change, negative = growth inhibition, hits mostly inhibitors; actives 12% (n = 420,000); chicken DT40 Tdp1-/-;hTDP1 cells + 20 nM CPT, ATP luminescence, 48 h; AID 686979; note: nearly all actives have a fitted effect of over 55% in size
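Cell growth measured by CellTiter-Glo luminescence after a minimum 48 h, 37 C compound exposure with 20 nM CPT in Tdp1-knockout DT40 cells stably expressing hTDP1, seeded 400/well; qHTS titration format.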
TDP1 cell noCPT – qHTS for Inhibitors of human tyrosyl-DNA phosphodiesterase 1 (TDP1): qHTS in cells in absence of CPT | Potency, µM (series often up to 46.2 µM), inactives show at the top dose activity change, negative = growth inhibition, actives largely listed as inhibitors | DT40 Tdp1-/- hTDP1 cells, no CPT, ATP luminescence, 48 h | actives 15% (n = 420,000); note: nearly all actives have a fitted effect of over 55% in size
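Growth kinetics read by CellTiter-Glo luminescence after ≥48 hr at 37 °C. Cells: DT40 Tdp1-/- stably carrying human TDP1, 400 per well, compound exposure in the absence of CPT (DMSO vehicle).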
GCN5L2 inh – inhibitors of human GCN5L2 histone acetyltransferase | GCN5L2 HAT assay, ThioGlo1 CoA-SH fluorescence | Potency, µM (top dose mostly 58.9 µM), for inactives: at the top dose activity change, negative = inhibition, actives largely listed as inhibitors | actives 0.21% (n = 390,000)
Target sequence (Q92830 whole entry, looked up): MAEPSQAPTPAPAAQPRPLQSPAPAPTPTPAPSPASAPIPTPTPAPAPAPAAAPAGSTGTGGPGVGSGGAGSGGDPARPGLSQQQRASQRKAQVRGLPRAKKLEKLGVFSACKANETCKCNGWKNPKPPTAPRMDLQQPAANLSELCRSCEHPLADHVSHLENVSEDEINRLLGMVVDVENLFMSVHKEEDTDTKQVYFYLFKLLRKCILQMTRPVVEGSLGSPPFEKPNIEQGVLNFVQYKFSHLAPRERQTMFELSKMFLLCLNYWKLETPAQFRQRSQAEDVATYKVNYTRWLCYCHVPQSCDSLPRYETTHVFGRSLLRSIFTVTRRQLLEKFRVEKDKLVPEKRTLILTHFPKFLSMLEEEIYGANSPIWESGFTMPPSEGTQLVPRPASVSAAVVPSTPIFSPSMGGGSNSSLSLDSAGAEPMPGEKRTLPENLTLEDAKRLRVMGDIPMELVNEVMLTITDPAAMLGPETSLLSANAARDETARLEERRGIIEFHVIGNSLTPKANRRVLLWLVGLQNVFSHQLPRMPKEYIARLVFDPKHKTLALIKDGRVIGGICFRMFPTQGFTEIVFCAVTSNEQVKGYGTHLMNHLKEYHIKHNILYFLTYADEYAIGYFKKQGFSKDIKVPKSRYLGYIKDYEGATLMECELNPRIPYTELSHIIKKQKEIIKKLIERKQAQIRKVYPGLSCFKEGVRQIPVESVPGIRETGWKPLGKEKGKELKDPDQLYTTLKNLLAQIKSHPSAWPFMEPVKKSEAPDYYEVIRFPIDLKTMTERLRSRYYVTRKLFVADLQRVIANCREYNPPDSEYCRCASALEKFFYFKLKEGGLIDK
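GCN5L2 (20nM final) in 50mM HEPES, 0.1mM EDTA pH 7.5, 0.01% Tween-20 was preincubated 15 min at room temperature with compound, then given ThioGlo1 (50uM), H3(1-25) peptide (75uM) and acetyl-CoA (70uM); CoA-thiol fluorescence (Ex340/Em540) was read at 0 and 20 min.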
Active calls of the source: *; ? = inconclusive; . = no result given; & = joins results of further samples; [ ] = remark or other dose. Calls come from the whole dose curve; as a rule, active = well fitted curve in the direction sought with a large enough effect; inconclusive = small, poorly fitted or top-dose-only effect, or another doubt; inactive = no such curve, though single readings can be large; an effect the other way counts as inactive or inconclusive. % is set by controls: 0 for no effect and ±100 for the full control effect; potency is the fitted concentration of half-maximal effect.

Results follow in this order: TDP1 cell CPT	TDP1 cell noCPT	GCN5L2 inh
Cc1ccc(C(=O)N2CCCC2)cc1Br
  -5%	4%	-6%
O=S(=O)(Nc1ccc(Cc2ccncc2)cc1)c1ccc(Cl)s1
  -5%	?	-6%
Cc1ccc(C(=O)n2cnc3ccccc32)cc1C
  -2%	-14%	-29%
COC(=O)c1cc(NCc2c(F)cccc2Cl)ccc1N1CCOCC1
  ?	-27%	-3%
O=C(NC(C(=O)O)c1ccccc1)c1ccc(S(=O)(=O)N2CCOCC2)cc1 (centres undefined)
  -10%	0%	-6%
CC(=O)N1c2c(cc(Br)cc2S(=O)(=O)N2CCN(C(=O)c3ccco3)CC2)CC1C (centres undefined)
  21µM*	18µM*	-5%
Cc1nc(NC(=O)C2CCCC2)sc1Cc1ccc2c(c1)OCO2
  ?	?	-11%
Cc1cc2nc(C)n(CCCNC(=O)Nc3cccc4ccccc34)c2cc1C
  23µM*	15µM*	?
COc1cc(CNn2nnnc2N)ccc1OCC(=O)NC(C)(C)C
  -14%	4%	1%
CCOc1ccc2c(c1)c(N=Nc1cccc(C(=O)O)c1)c(O)n2C
  -4%	-11%	-10%
O=C(Nc1cccc(NC(=O)c2ccccc2Cl)c1)c1ccco1
  -27%	-13%	-23%
Cc1ccc(/C=C/C(=O)Nc2cc(S(=O)(=O)N3CCOCC3)ccc2N2CCOCC2)cc1
  ?	-19%	-10%
O=C(NC1CCCCC1)c1ccc(N2CCCC2=O)cc1
  -4%	0%	1%
COC(=O)c1cn(C(=O)c2ccc(C)cc2)c2ccccc12
  18µM*	16µM*	?
CCN(CC)c1ccc(NC(=O)Nc2cccc(C(C)=O)c2)cc1
  ?	?	.
CC(Sc1nnc(C2CC2)n1C1CC1)C(=O)NCc1cccs1 (centres undefined)
  1%	0%	1%
COc1cccc(C(=O)Nc2ccc(C(=O)NCC3CCCO3)cc2)c1 (centres undefined)
  1%	-17%	.
COc1ccc(/C(O)=C/Sc2nnc(Cc3ccccc3)o2)cc1
  4%	-25%	-6%
CCc1nnc(NC(=O)CSc2nnc(-c3cc4ccccc4cc3O)n2CCOC)s1
  ?	-8%	-5%
Cc1cccc2sc(NC(=O)C3CCCN(S(=O)(=O)c4cccc5nonc45)C3)nc12 (centres undefined)
  5%	?	-2%
COc1ccc(NC2=Nc3ccccc3N3C2=Nc2c(c(C)nn2-c2ccc(C)cc2)C3c2cccnc2)cc1 (centres undefined)
  21µM*	?	-2%
CCOc1ccc(S(=O)(=O)NCCC(=O)OCN2C(=O)c3ccccc3C2=O)cc1
  2%	-1%	0%
O=C(CN1CCN(Cc2ccccc2)CC1)N/N=C/C=C/c1ccco1
  2%	?	-3%
O=C(C[n+]1ccccc1Cl)c1ccc2ccccc2c1
  ?	?	.
Cc1nc2sc(C(=O)NCc3ccc(Cl)cc3)c(NC(=O)c3ccccc3)c2c(C)c1C
  13µM*	?	3%
COc1ccc(N(CC(=O)NCc2ccccc2Cl)S(=O)(=O)c2c(C)[nH]c(=O)[nH]c2=O)cc1
  -1%	-13%	0%
O=C(c1ccncc1)N1CCC2(CC1)CCN(C(c1ccccc1)c1ccccc1)CC2
  -22%	?	-4%
Cc1cccc(NC(=O)CSc2nccn2Cc2ccco2)c1
  4%	-5%	-5%
CCc1ccc(S(=O)(=O)NCCc2cn3ccccc3n2)s1
  -13%	-24%	-24%
COCCNC(=O)CN1c2ccccc2CC1C (centres undefined)
  -11%	-6%	1%

Record cards, from the list above.
Results for Cc1cccc2sc(NC(=O)C3CCCN(S(=O)(=O)c4cccc5nonc45)C3)nc12 (centres undefined) = TDP1 cell CPT = 5%; TDP1 cell noCPT = ?; GCN5L2 inh = -2%
Results for CCc1nnc(NC(=O)CSc2nnc(-c3cc4ccccc4cc3O)n2CCOC)s1 = TDP1 cell CPT = ?; TDP1 cell noCPT = -8%; GCN5L2 inh = -5%

Continued:
Results follow in this order: TDP1 cell CPT	TDP1 cell noCPT	GCN5L2 inh
CC(NC(=O)CCNS(=O)(=O)c1ccccc1)c1ccccc1 (centres undefined)
  ?	7%	-1%
Cc1ccc(S(=O)(=O)N2CCN(C(=O)c3cc(-c4ccc(Br)cc4)n[nH]3)CC2)c(C)c1
  16µM*	12µM*	-4%
CCNCc1ccc(OCc2cccs2)c(OCC)c1
  ?	-22%	-2%
COc1cccc(OC)c1C(=O)NCCc1csc(-c2ccc(Cl)cc2)n1
  ?	?	-16%
CCOC(=O)N1CCC(NC(=O)CSCc2nc(-c3ccc(C)cc3)oc2C)CC1
  ?	?	-9%
CC1C2Cn3c(nc4ccccc43)C1N(C(C)C)O2 (centres undefined)
  -22%	-9%	-6%
CCOc1ccc(NC(=O)C2CCCN(S(=O)(=O)c3c(C)nn(C)c3C)C2)cc1 (centres undefined)
  ?	?	-3%
Cc1ccc2cc3c(nc2c1)N(Cc1ccco1)CC3
  ?	?	0%
Nc1ccccc1C(=O)N1CCC(O)(c2ccc(Cl)cc2)CC1
  0%	0%	9%
O=C(Oc1c(-c2ccccc2)c(=O)n2c3c(cccc13)CC2)c1ccc(Cl)cc1
  -23%	21µM*	-18%
O=C(NC(=S)NNS(=O)(=O)c1ccc(Cl)cc1)c1cccnc1
  -24%	?	-6%
Cc1cccc(NC(=O)CSc2nc3nc(C)cc(C)n3n2)c1
  5%	-16%	1%
O=C(Nc1ccc2c(c1)OCCO2)C1CCCN(c2ncccn2)C1 (centres undefined)
  -12%	-22%	36%[activator]
CCOC(=O)c1ccccc1NC(=O)Cc1ccc(S(=O)(=O)N2CCCC2)s1
  ?	?	-6%
O=C(N/C=C/c1ccccc1)Nc1ccc(Cl)cc1
  ?	?	21%
COCC(C)N1CCC(n2nccc2NC(=O)c2ccccc2Cl)CC1 (centres undefined)
  -1%	0%	.
COc1ccc(NC(=O)C2=CC(c3ccc4c(c3)OCO4)=NS(=O)(=O)N2C)cc1OC
  ?	?	-5%
CCOC(=O)N1CCN(c2nc(C)c3c(n2)CC(C)CC3=O)CC1 (centres undefined)
  1%	-11%	-5%
O=C(Nc1ccccc1C(=O)Nc1ccccc1)c1ccccc1Br
  -9%	-24%	.
CN(CCO)c1cc(Sc2nc3ccccc3s2)c2nonc2c1[N+](=O)[O-]
  2.1µM*	1.8µM*	-12%
COc1cccc(OCCNC(=O)c2cccc(OC)c2)c1
  -4%	-10%	-7%
Cc1ccccc1-n1nnnc1SC1CCOC1=O (centres undefined)
  10%	-10%	-4%
CCOc1ccc(-n2c(Cc3ccccc3)nnc2SCc2nc(-c3ccccc3C)no2)cc1
  ?	?	-11%
COc1ccc(NC(=O)CN2C(=O)COc3ccc(S(=O)(=O)N4CCCCC4)cc32)c(OC)c1
  15µM*	?	-4%
COc1ccc(C2=NN(C(=O)CSc3nc4ncc(Cl)cc4[nH]3)C(c3ccco3)C2)cc1 (centres undefined)
  ?	?	-9%
COc1ccc(NC(=O)CSc2nnc(C)c(=O)n2N)cc1
  1%	3%	-3%
CCCCN1C(=O)C(CC(=O)NC2CCCCC2)CC(C(=O)N(C(C)C)C(C)C)=C1C (centres undefined)
  -24%	?	.
COc1ccc(-c2ccc(=O)n(CC(=O)Nc3ccc(N(C)C)cc3)n2)cc1
  1%	1%	1%
CN(CC(=O)Nc1ccccc1Br)C(=O)c1ccccc1OCc1ccc(F)cc1
  ?	?	1%
COCCNC(=O)c1ccc2c(c1)ncn2-c1ccc(F)c(F)c1
  1%	-13%	-18%

Overlap with the part before: 3 compounds, then new ones.
Results follow in this order: TDP1 cell CPT	TDP1 cell noCPT	GCN5L2 inh
COc1ccc(-c2ccc(=O)n(CC(=O)Nc3ccc(N(C)C)cc3)n2)cc1
  1%	1%	1%
CN(CC(=O)Nc1ccccc1Br)C(=O)c1ccccc1OCc1ccc(F)cc1
  ?	?	1%
COCCNC(=O)c1ccc2c(c1)ncn2-c1ccc(F)c(F)c1
  1%	-13%	-18%
COc1ccc(CN2CCC[C@]3(N[C@H](c4ccc(OC)cc4)[C@@H]4C(=O)N(Cc5ccccc5)C(=O)[C@@H]43)C2=O)cc1
  21µM*	16µM*	.
COc1cccc(NC(=O)N2CCCc3ccccc32)c1
  -10%	15%	16%
CCN(C(=O)Cn1cc(C(F)(F)F)ccc1=O)C1CCS(=O)(=O)C1 (centres undefined)
  -1%	-5%	.
O=C(N/N=C/c1ccccn1)C(O)c1ccccc1 (centres undefined)
  9%	5%	-14%
COc1ccc(CCNC(=O)CN2C(=O)c3ccccc3S2(=O)=O)cc1
  3%	0%	0%
COc1ccc(N(CC(C)C)S(=O)(=O)c2nnc(NC(=O)c3cccs3)s2)cc1
  ?	21µM*	-7%
CC(=O)C(=Cc1cn(-c2ccccc2)nc1-c1ccccc1)C(C)=O
  23µM*	?	-5%
Cc1ccc(C)c(S(=O)(=O)N2CCN(C(=O)/C=C/c3ccco3)CC2)c1
  ?	-27%	?
COc1ccc2nc(SC(C(=O)c3ccccc3)c3ccccc3)nc(C)c2c1 (centres undefined)
  23µM*	?	-8%
COc1ccc(CCN2CC(C(=O)NCCc3ccccc3)CC2=O)cc1OC (centres undefined)
  -5%&-16%	-6%&0%	-3%&3%
COc1ccc([N+](=O)[O-])cc1NC(=O)c1ccccc1SC
  -1%	4%	-10%
Cc1nc2c(-c3ccccc3)c(C)nn2c(SCC(N)=O)c1Cc1ccccc1
  ?	?	-7%
COc1cc(-c2cnc3ccccc3c2)cc2c1OCCN(C(=O)Cn1nccc1C)C2
  -11%[9.04 µM]	-2%	.
COc1cc(OC)cc(C(=O)N2CCN(S(C)(=O)=O)CC2)c1
  -3%	-5%	-1%
COc1ccc(S(=O)(=O)Cc2ccc(C(=O)NCc3ccc(C)cc3)o2)cc1
  -13%	23µM*	-8%
CC1CCN(CC(=O)Nc2ccc(Br)cc2[N+](=O)[O-])CC1
  ?	?	1%
CCN(C=NC1=NN(c2cccc(C(F)(F)F)c2)CC1)CC
  -23%	?	-1%
CC(=O)N1CCOc2ccc(S(=O)(=O)N3CCC(C(=O)Nc4ccc(C)cc4C)CC3)cc21
  -14%	3%	-4%
Cc1ccc(-n2nc(-c3cccs3)cc2C(=O)NCC2CCCO2)c(C)c1 (centres undefined)
  ?	?	-25%
CCCCN(C(=O)Nc1ccc(Cl)cc1)C1CCN(C(C)=O)CC1
  -9%&2%	?	0%&-1%
CC1(C(=O)NCc2ccccc2)Cc2c(-c3ccc4c(c3)OCO4)ccnc2O1 (centres undefined)
  0.65µM*	0.82µM*	.
NS(=O)(=O)c1ccc(CCNC(=O)CCc2ccccc2)cc1
  8%	8%	.
O=C(N/N=C/c1ccc(OC(=O)c2ccccc2)c([N+](=O)[O-])c1)c1ccc(O)cc1
  ?	-28%	-13%
Cc1ccc2[nH]c(-c3ccccc3)c(CN3CCCC3)c(=O)c2c1
  16%	-19%	-16%
COc1cc(C2c3cc4c(cc3C(O)C3COCC23)OCO4)cc(OC)c1OC (centres undefined)
  ?	?	.
CCOc1ccccc1NC(=O)NC1Cc2ccccc2C1
  1%	9%	1%
CCc1nc2c(OCc3ccc(F)c(F)c3)cccn2c1N(C)C(=O)c1ccc(C)cc1
  23µM*	9.2µM*	.
O=C(COc1ccc(Cl)cc1)Nc1ccccc1CO
  ?	?	-5%
CSc1nc(C)c(C(=O)C[n+]2ccccc2)cc1C#N
  1%	9%	0%
CC(O)Cn1c(N2CCCC2)nc2c1c(=O)n(C)c(=O)n2C (centres undefined)
  0%	10%	-9%
COc1cc2[nH]c(=O)n(CCC(=O)N3CC=C(c4ccccc4)CC3)c(=O)c2cc1OC
  2%	-3%	-6%
COc1ccc(CNc2n[nH]c(NCc3ccc(OC)c(OC)c3)n2)cc1OC
  0%	-8%	1%
CC(C)n1cnc2c(Nc3cccc(Cl)c3)nc(NCCCO)nc21
  21µM*	16µM*	-4%
COc1ccccc1C(=O)NC(CCSC)C(=O)NC1CC1 (centres undefined)
  -6%	7%	-1%
N/C(CSc1nc(-c2ccccc2)c(-c2ccccc2)o1)=N\O
  -20%	?	-9%
CCC(=O)N(c1ccc(C(=O)O)cc1)c1nc(-c2ccc(OC)cc2)c(C)s1
  ?	2%	-5%
CCCCCCCCOC(=O)C[N+](C)(C)C/C=C(/C)Cl
  16µM*	10µM*	-4%
CCn1cc(C(=O)N2CCN(c3ccc(OC)cc3)CC2)c(=O)c2cc(S(=O)(=O)N(C)C3CCCCC3)ccc21
  0%	5%	-10%
CC(C)(CO)Nc1nc(Cl)nc(NC2CCCCC2)n1
  -5%	?	5%

Assay outcomes: PubChem BioAssay, National Center for Advancing Translational Sciences (NCATS)
